# ERAP1 inh: human ERAP1 aminopeptidase inhibitors, primary screen, biochemical, single point, plate reader; 0.15% of 340,000 active; Endoplasmic reticulum aminopeptidase 1 (Homo sapiens), Q9NZ08; recombinant ERAP1, Leu-AMC fluorescence, 60 min; inhibition, % at 10.7 µM;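 active = mean replicate inhibition of at least 30%, or all replicates individually reaching that 30% level; inactive = mean below 30% and not every replicate reaching it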;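 note: 0% = neutral control wells and 100% = L-leucinethiol positive control wells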
# esBAF inh: Bmi1 luciferase reporter increase in mESCs, primary screen, esBAF inhibitor project, mouse ES cells, Bmi1 luciferase knock-in, single point; 24 h; 100% = twice the neutral-well signal; reporter increase, % at 12.5 µM; 2% of 350,000 active; AID 602393, 2012; in the data active = activation above about 40%;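 note: 0% = median of the plate's neutral control wells and 100% = double that signal; a rise in the Bmi1 reporter signal indicates esBAF inhibition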
# ERp5 inh: inhibitors of ERp5-driven insulin aggregation, primary screen, biochemical, turbidity, absorbance 650 nm, single point | Protein disulfide-isomerase A6 (Homo sapiens), Q15084 | inhibition, % at 9.99 µM | 90 min | 0.05% of 350,000 active;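 active = mean replicate inhibition above about 25%, with every replicate also reaching it, limit read from the data, passing the limit was not always enough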
# RAD54 inh: inhibitors of human RAD54 branch migration, primary screen, biochemical, fluorescence, single point | DNA repair and recombination protein RAD54-like (Homo sapiens), Q92698 | RAD54 Holliday junction branch migration, FAM/BHQ fluorescence | inhibition, % at 10.4 µM | 0.14% of 360,000 active | AID 602329, 2012;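 active = mean normalized replicate activity at least 40 and at least half of replicates scoring 40 or more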;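 note: 0% = median of neutral control wells and 100% = median of positive control wells; inhibitors cause a drop in the FAM fluorescence signal; in these data hits start at about 50%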
# Target sequence (Q92698 whole entry, looked up): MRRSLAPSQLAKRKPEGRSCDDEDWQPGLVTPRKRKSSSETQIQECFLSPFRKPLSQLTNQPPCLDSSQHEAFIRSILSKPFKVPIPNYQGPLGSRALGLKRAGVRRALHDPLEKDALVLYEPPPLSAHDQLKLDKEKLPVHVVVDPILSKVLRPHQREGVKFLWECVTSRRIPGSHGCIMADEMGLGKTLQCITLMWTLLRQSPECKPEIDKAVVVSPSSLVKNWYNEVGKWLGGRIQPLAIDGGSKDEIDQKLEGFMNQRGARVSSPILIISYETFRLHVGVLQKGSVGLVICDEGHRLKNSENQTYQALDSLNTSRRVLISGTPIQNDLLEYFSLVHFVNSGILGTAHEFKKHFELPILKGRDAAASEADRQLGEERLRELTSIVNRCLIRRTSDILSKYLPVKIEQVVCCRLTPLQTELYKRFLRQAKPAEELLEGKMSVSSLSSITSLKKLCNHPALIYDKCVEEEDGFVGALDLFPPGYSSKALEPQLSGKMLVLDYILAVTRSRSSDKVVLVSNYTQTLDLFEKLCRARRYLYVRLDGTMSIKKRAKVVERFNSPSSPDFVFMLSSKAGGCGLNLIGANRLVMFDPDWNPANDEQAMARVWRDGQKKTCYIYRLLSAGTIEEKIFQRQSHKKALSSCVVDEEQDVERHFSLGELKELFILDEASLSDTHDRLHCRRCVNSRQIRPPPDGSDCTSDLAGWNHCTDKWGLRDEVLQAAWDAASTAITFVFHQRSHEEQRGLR
# S100A4 inh HTS: inhibitors of S100A4-myosin IIA peptide binding, primary screen, biochemical, fluorescence polarization, TAMRA-MyoIIA peptide | Protein S100-A4 (Homo sapiens), P26447 | inhibition, % at 10.7 µM | 0.14% of 360,000 active;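 active = mean inhibition of at least 70% across replicates, with every replicate also reaching that level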
# Target sequence (P26447 whole entry, looked up): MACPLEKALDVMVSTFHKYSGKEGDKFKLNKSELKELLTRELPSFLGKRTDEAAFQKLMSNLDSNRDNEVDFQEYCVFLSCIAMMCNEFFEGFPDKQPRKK
#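 assay system = human S100A4 monomer with TAMRA-labelled myosin IIA peptide | also added = labelled myosin peptide probe, 5 nM | incubation = 5 min between mix addition and reading | control set = DMSO and TFP controls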
# RAD52 inh: RAD52 DNA annealing inhibitors, primary screen, biochemical, FRET, single point, set 2; recombinant RAD52 DNA annealing, FRET fluorescence; inhibition, % at 18.7 µM; 0.46% of 360,000 active; AID 651710, 2012;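 active = every replicate showing at least 50% inhibition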
# XiGFP reactiv: activators of inactive X chromosome reactivation, primary screen, imaging, XiGFP fibroblasts, GFP high-content imaging, set 2 | XiGFP mouse fibroblasts, % GFP-positive cells imaging, 3 d; cells co-treated with 5-aza-dC sensitizer; scaled so ellipticine positive control = 100% | activation, % at 7.58 µM | 0.055% of 360,000 active;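 active = mean normalized replicate activation at least 10% and every replicate at or above 10%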;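 note: 0% = median of on-plate neutral control wells and 100% = ellipticine 6 µM median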
#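 System: 68-5-11 XiGFP fibroblast line | Buffer or medium: DMEM containing 5-aza-dC | Compound: Single point | Times: Compounds 3 days, fix/stain 15 min at room temperature | Benchmarks: Positive control ellipticine, 6 µM final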
# E-selectin induc: E-selectin induction in HUVECs, primary screen, imaging, HUVEC, immunofluorescence imaging, single point | P16581 | normalized: neutral wells 0, TNF-alpha wells 100 | activation, % at 7.58 µM | 0.37% of 260,000 active;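 active = mean E-selectin-positive cell signal at least 10% of the positive control, reached in at least 60% of replicates, without over 20% cell loss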;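 note: in these data hits start at about 27%; measured in HUVEC primary endothelial cells; signal is the percent of cells scored E-selectin positive by PE staining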
#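 Material: HUVEC primary endothelial cells; Amount: 3,000 cells per well; Dosing: single concentration; Medium: EGM-2 growth medium on 0.1% gelatin-coated wells; Read-out basis: percent E-selectin-positive cells; Signal: immunofluorescence imaging; Control set: TNF-alpha, DMSO.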
# An asterisk follows results filed as active; x = not tested or not shown; & = joins results of further samples; ! = not active in a repeat. These rows are one share of the data; count on the stated rates, not on these rows.
SMILES,ERAP1 inh,esBAF inh,ERp5 inh,RAD54 inh,S100A4 inh HTS,RAD52 inh,XiGFP reactiv,E-selectin induc
CCC1(C(=O)c2ccc(C)cc2)C2c3ccccc3OC(=O)C21C(=O)O (configuration not stated),0,x,-7,-9,1,-4,0.0,x
O=[N+]([O-])c1ccc(N2CCCC(C(F)(F)F)C2)c2ccncc12 (configuration not stated),0,12,1,-3,-1,-12,0.1,x
C[N+]1(C)CCC(OC(=O)C(c2ccccc2)c2ccccc2)CC1,92*,6,-3,-6,-4,-2,0.0,2.2
C/C(=N\NC(=O)c1ccccc1Cl)c1c(O)n(C2CCCCC2)c(=O)[nH]c1=O,3,2,13,-9,0,-7,0.0,x
COCCCNP1(=O)OCC(C)([N+](=O)[O-])CO1 (configuration not stated),-2,-1,-9,-5,2,3,0.2,0.0
CCOc1ccc(CC2(CCc3ccncc3)C(=O)NC(=O)NC2=O)cc1,-1,x,2,x,-5,-13,0.0,-2.7
O=C(O)C(O)(c1ccccc1)C1CCCCC1 (configuration not stated),7,-6,8,-3,8,-9,0.2,0.5
CCCCn1c(=O)c(C(=O)NC(C)c2ccccc2)c(O)c2ccccc21 (configuration not stated),-2,3,11,-7,-26,-16,0.0,0.0
CC(C(=O)c1ccc2ccccc2c1)N1CCCCC1 (configuration not stated),-2,x,0,x,-2,-11,0.0,x
CCCNC(=O)[C@H]1[C@H](CO)[C@H]2Cn3c(cccc3=O)[C@H]2N1CC,2,x,3,x,15,-3,0.2,-0.5
Clc1ccc(C(Cn2ccnc2)OCc2csc3c(Cl)cccc23)c(Cl)c1 (configuration not stated),0,-8,-8,-3,2,-8,-0.1,1.3
CC(Cc1ccccc1)NC(=O)Cc1ccc(N(C)C)cc1 (configuration not stated),1,x,-5,x,-3,-10,-0.2,2.7
COC(=O)C1=Nc2ccccc2/C1=C\c1c(O)n(C)c(=O)n(C)c1=O,7,x,1,6,5,-8,0.0,-0.9
Cc1ccc(-c2nn(Cc3ccccc3)cc2C(=O)O)cc1,2,5,1,x,6,-4,0.0,1.2
CC(C)C[C@@H]1COc2cccc(N3CCN(C)CC3)c2S(=O)(=O)N1,x,x,2,x,12,-15,0.1,0.0
O=C(c1ccc(Cl)cc1)C1CCCN(Cc2ccc3c(c2)OCCO3)C1 (configuration not stated),-10,6,1,15,0,-4,0.1,x
CN1CCN(Cc2cn3cccnc3n2)CC1,-1,x,-2,x,-4,-2,0.0,x
COc1ccc(OC)c(N2C(=O)NC(=O)C3(Cc4cc(C)ccc4N(C)C3)C2=O)c1 (configuration not stated),2,2,2,11,0,-10,x,x
COC(=O)C1=C(c2cccc(OCc3ccccc3)c2)C[C@@H]2CC[C@H]1N2C(=O)NCc1ccc([N+](=O)[O-])cc1,-2,3,-4,-4,0,4,-0.1,-0.3
C=CCNC(=S)N1Cc2ccccc2-n2nncc2C1,0,-7,3,4,-1,0,0.3,x
COC(=O)C1=C(c2cccc(OCc3ccccc3)c2)C[C@@H]2CC[C@H]1N2C(=O)NCc1ccccc1OC,-2,-3,2,3,-8,-13,0.1,0.0
COc1ccc(OC(=O)N(C)C[C@H]2OCc3cnnn3CCCC(=O)N([C@@H](C)CO)C[C@@H]2C)cc1,1,-2,6&-1,3,-1&9,3&-5,0.0&0.1,-0.1&0.0
O=C(Cc1ccccc1)Oc1ccc([N+](=O)[O-])cc1,-6,0,2,0,-2,-12,0.2,x
CC(C)c1ccc(-n2c(O)c(C=NCCN3CCNCC3)c(=O)[nH]c2=S)cc1,2,2,3,-7,-3,-11,0.2,x
O=c1c2ccccc2nc(-c2ccccc2)n1-c1ccccc1O,-2,-7,3,-6,-5,-30,0.1,5.6
COc1cccc(N2C(=O)NC(=O)/C(=C/c3ccc([N+](=O)[O-])s3)C2=O)c1,x,x,-1,-19,-135,-62,0.2,0.0
CCc1ccc(N2C(=O)NC(=O)/C(=C/c3cccn3CCOc3ccc(C)cc3)C2=O)cc1,-1,x,0,x,24,-218,1.8,x
CCN(CC)c1ccccc1,-2,-5,3,-6,-3,-2,x,x
O=C(c1ccccc1)C1NC1c1ccccc1 (configuration not stated),x,49*,6,-12,9,-12,0.2,-0.1
Cc1ccc(S(=O)(=O)Oc2ccccc2C=C2C(=O)NC(=O)NC2=O)cc1,27,33,-12,3,3,-8,0.0,-0.4
Cc1cccc(-n2c(O)c(C=NCCN3CCNCC3)c(=O)[nH]c2=S)c1,1,-1,-2,-1,-1,-9,-0.1,x
CN1CCN(c2ccc(N)cc2Cl)CC1,4,x,4,x,-1,85*,0.2,x
COC1=CC2[C@@H]3Cc4ccc(OC)c(O)c4[C@]2(CCN3C)CC1=O (some centres not stated),-1,-9,-7,-10,-8,-16,0.2,x
CCN(CC)CCCN=C(C)c1c(O)n(-c2ccc(C)cc2)c(=O)[nH]c1=O,2,0,6,-8,1,0,x,x
C/C=C/c1ccc(C2[C@@H]3CN(C(=O)CN(C)C)C[C@H]2N3)cc1 (some centres not stated),3&3,x,1&3,x,-1&-5,58*!,0.2&0.0,0.3&0.0
CCOC(=O)/C(=N\Nc1ccccc1)N1CC1,4,x,0,x,2,-6,0.0,x

# 14 of the compounds above, with values under each structure:
# Each structure is followed by: ERAP1 inh, esBAF inh, ERp5 inh, RAD54 inh, S100A4 inh HTS, RAD52 inh, XiGFP reactiv, E-selectin induc
O=C(Cc1ccccc1)Oc1ccc([N+](=O)[O-])cc1
    -6, 0, 2, 0, -2, -12, 0.2, x
CC(C)c1ccc(-n2c(O)c(C=NCCN3CCNCC3)c(=O)[nH]c2=S)cc1
    2, 2, 3, -7, -3, -11, 0.2, x
O=c1c2ccccc2nc(-c2ccccc2)n1-c1ccccc1O
    -2, -7, 3, -6, -5, -30, 0.1, 5.6
COc1cccc(N2C(=O)NC(=O)/C(=C/c3ccc([N+](=O)[O-])s3)C2=O)c1
    x, x, -1, -19, -135, -62, 0.2, 0.0
CCc1ccc(N2C(=O)NC(=O)/C(=C/c3cccn3CCOc3ccc(C)cc3)C2=O)cc1
    -1, x, 0, x, 24, -218, 1.8, x
CCN(CC)c1ccccc1
    -2, -5, 3, -6, -3, -2, x, x
O=C(c1ccccc1)C1NC1c1ccccc1 (configuration not stated)
    x, 49*, 6, -12, 9, -12, 0.2, -0.1
Cc1ccc(S(=O)(=O)Oc2ccccc2C=C2C(=O)NC(=O)NC2=O)cc1
    27, 33, -12, 3, 3, -8, 0.0, -0.4
Cc1cccc(-n2c(O)c(C=NCCN3CCNCC3)c(=O)[nH]c2=S)c1
    1, -1, -2, -1, -1, -9, -0.1, x
CN1CCN(c2ccc(N)cc2Cl)CC1
    4, x, 4, x, -1, 85*, 0.2, x
COC1=CC2[C@@H]3Cc4ccc(OC)c(O)c4[C@]2(CCN3C)CC1=O (some centres not stated)
    -1, -9, -7, -10, -8, -16, 0.2, x
CCN(CC)CCCN=C(C)c1c(O)n(-c2ccc(C)cc2)c(=O)[nH]c1=O
    2, 0, 6, -8, 1, 0, x, x
C/C=C/c1ccc(C2[C@@H]3CN(C(=O)CN(C)C)C[C@H]2N3)cc1 (some centres not stated)
    3&3, x, 1&3, x, -1&-5, 58*!, 0.2&0.0, 0.3&0.0
CCOC(=O)/C(=N\Nc1ccccc1)N1CC1
    4, x, 0, x, 2, -6, 0.0, x

# Other records follow.
SMILES,ERAP1 inh,esBAF inh,ERp5 inh,RAD54 inh,S100A4 inh HTS,RAD52 inh,XiGFP reactiv,E-selectin induc
CCOc1ccc(/C=C2/C(=O)NC(=O)N(CCc3ccc(F)cc3)C2=O)cc1,2,-8,-3,-12,2,-77,0.0,-0.6
Cc1ccc2c(c1)C1CN(C)CCC1N2C(=O)COc1ccc(S(=O)(=O)N2CCOCC2)cc1 (configuration not stated),12,-8,0,3,4,4,x,x
O=C(c1cc(C(=O)NCc2ccc(Cl)cc2)c(=O)n(Cc2ccc(Cl)cc2)c1)c1cc(F)ccc1O,3,x,0,x,-8,-18,0.0,x
COc1cccc(-n2c(=S)[nH]c3ccccc3c2=O)c1,-1,x,-94,x,0,-4,-0.1,x
Cn1ncc(Cl)c1C(=O)N1CCC2(CC1)OCCO2,2,0,0,3,-2,-2,0.0,-1.1
Nc1ccc2cc(Br)ccc2c1,-2,11,1,1,-2,-17,0.0,2.6
O=c1[nH]c(=S)n(C2CC2)c(O)c1C=Nc1cccc(C(F)(F)F)c1,2,2,-1,-7,-108,-210,0.0,x
CC(N)Cc1c[nH]c2ccc(O)cc12 (configuration not stated),-2,2,-5,-2,0,13,0.1,-2.5
Cn1c(O)c(C=Nc2ccc(Br)cc2)c(=O)n(C)c1=O,-2,-2,0,-6,1,-13,0.4,x
CC(=O)Nc1ccc(S(=O)(=O)N2Cc3ccccc3-n3nncc3C2)cc1,-2,1,2,x,-2,-13,0.0,-0.2
COC(=O)C[C@@H]1CC[C@@H]2NC[C@@H](O)COC[C@H]2O1,-1,0,-1,4,18,-7,0.5,-0.1
CC12CCC3C(CC=C4CC(O)CCC43C)C1CC(=CN1CCOCC1)C2=O (configuration not stated),0,0,-2,-1,-2,-9,0.7,0.4
COC(=O)C1=C(c2ccccc2)C[C@@H]2CC[C@H]1N2C(=O)N1CCOCC1,x,4,-8,-7,-2,-11,0.0,-0.1
CC1CCC[C@H](O)CCCCCc2cc(O)cc(O)c2C(=O)O1 (some centres not stated),-1,11,-2,8,-1,-9,0.0,0.2
O=C(Cc1ccccn1)N1CCCCN2[C@@H](CO)[C@H](c3ccc(-c4ccc(F)cc4)cc3)[C@@H]2C1,3,x,3,3,-5,-12,0.2,-0.4
O=C1NC(=O)C(Nc2ccc(Cl)c(Cl)c2)C(=O)N1,1,1,3,4,-1,-16,-0.1,0.8
CCC(=O)O[C@H]1CC[C@H]2[C@@H]3CCC4=CC(=O)CC[C@]4(C)[C@H]3CC[C@]12C,-3,0,1,-19,0,-5,x,x
C(=NC12CN3CN(CN(C3)C1)C2)c1cccs1,-2,-6,0,1,-3,-7,x,x
CCCCCn1c(=O)c(C(=O)Nc2nc(CC(=O)OCC)cs2)c(O)c2ccccc21,6,x,1,x,2,-4,0.1,18
N#Cc1cn(C2OC(CO)C(O)C2O)c2ncnc(N)c12 (configuration not stated),-1,x,7,x,3,-11,-0.1,-0.4
Cc1nn(Cc2ccccc2)c(C)c1C(=O)OCC(=O)Nc1cccc(S(N)(=O)=O)c1,3,x,-5,x,-4,-17,0.0,2.3
COc1ccc(-c2nc3ccc(C(=O)N4CCC5(CC4)OCCO5)cc3nc2-c2ccc(OC)cc2)cc1,15,-1,2,-6,10,-11,0.3,x
C[C@]12CC[C@H](O)CC1=CC[C@@H]1[C@@H]2CC[C@]2(C)C(=O)CC[C@@H]12,1,7,1,-1,-3,-2,0.0,0.1

# Screening data from PubChem.
